Assay outcomes deposited in PubChem by several laboratories.
FadD28 binding: inhibitors of FadD28 bisubstrate probe binding, primary screen, biochemical, fluorescence polarization, single point; Mycobacterium tuberculosis FadD28 fatty-acid-AMP ligase; inhibition, % at 12.5 µM; actives 0.22% (n = 360,000); AID 588549, 2011; in the data active = inhibition above about 8.5%, passing the limit was not always enough
GDH-TPI inh: GDH-TPI coupling enzyme inhibitors, primary screen, artefact control for M. tuberculosis FBA inhibitor project, biochemical, absorbance, full deck | AID 588335, 2011 | GDH-TPI coupled enzyme counterscreen, NADH absorbance | inhibition, % at 4.8 µM | actives 1.2% (n = 360,000);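 note: 0% = DMSO wells and 100% = wells lacking the enzyme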
UGM FP inh: M. tuberculosis UGM enzyme inhibitors, primary screen, biochemical, fluorescence polarization, single point; UDP-galactopyranose mutase (Mycobacterium tuberculosis (strain ATCC 25618 / H37Rv)), …; purified UGM, fluorescence polarization probe displacement; inhibition, % at 10 µM; actives 0.06% (n = 320,000); in the data active = inhibition above about 10%, passing the limit was not always enough
Rv3671c inh: Rv3671c serine protease inhibitors, primary screen, biochemical, fluorescence polarization, M. tuberculosis H37Rv; P9WHR9; inhibition, % at 5.96 µM; actives 0.048% (n = 320,000); in the data active = inhibition above about 38%;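 note: extracellular domain of Rv3671c used as enzyme; 0% = enzyme with DMSO and 100% = no enzyme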
Target sequence (P9WHR9 whole entry, looked up, the tested form may be a part): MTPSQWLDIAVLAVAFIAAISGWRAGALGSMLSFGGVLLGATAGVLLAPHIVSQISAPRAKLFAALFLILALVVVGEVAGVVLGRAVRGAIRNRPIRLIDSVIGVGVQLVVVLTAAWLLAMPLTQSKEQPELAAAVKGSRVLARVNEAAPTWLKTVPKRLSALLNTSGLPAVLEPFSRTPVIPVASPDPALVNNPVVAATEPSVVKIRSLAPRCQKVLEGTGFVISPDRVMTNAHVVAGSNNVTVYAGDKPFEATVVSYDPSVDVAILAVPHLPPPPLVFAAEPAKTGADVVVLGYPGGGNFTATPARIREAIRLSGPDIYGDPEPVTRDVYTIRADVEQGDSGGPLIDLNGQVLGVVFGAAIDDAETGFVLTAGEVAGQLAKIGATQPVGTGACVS
Mtb BioA inh: M. tuberculosis BioA enzyme inhibitors, primary screen, biochemical, plate reader, single point, HTS. purified M. tuberculosis BioA enzyme. actives 0.096% (n = 360,000). 7,8-diaminopelargonic acid synthase BioA (Mycobacterium tuberculosis). inhibition, % at 9.99 µM; in the data active = inhibition above about 40%
BoNT-F LC inh: BoNT/F light chain protease inhibitors, primary screen, biochemical, flow cytometry, MLPCN library; Botulinum neurotoxin type F light chain protease (Clostridium botulinum); Multiplex microsphere protease cleavage assay; inhibition, % at 10 µM; actives 0.22% (n = 360,000); AID 588497, 2011; in the data active = inhibition above about 35%, passing the limit was not always enough; note: plate controls were buffer without enzyme for full effect and enzyme alone for no effect
DUSP3 inh: VHR1 phosphatase inhibitors, primary screen, biochemical, absorbance, uHTS; inhibition, % at 13.3 µM; AID 1654, 2009; actives 0.52% (n = 290,000); Dual specificity protein phosphatase 3 (Homo sapiens), P51452; recombinant VHR phosphatase, pNPP absorbance; in the data active = inhibition above about 50%; note: some compounds called inactive have numbers as strong as hits
Target sequence (P51452 whole entry, looked up): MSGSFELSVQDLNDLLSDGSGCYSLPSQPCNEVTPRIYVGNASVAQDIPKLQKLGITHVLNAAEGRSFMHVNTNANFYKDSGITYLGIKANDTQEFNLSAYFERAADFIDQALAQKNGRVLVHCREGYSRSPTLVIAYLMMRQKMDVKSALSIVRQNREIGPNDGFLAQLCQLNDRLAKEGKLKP
CCHFV vOTU inh: CCHFV vOTU protease inhibitors, primary screen, biochemical, Pep-AMC substrate, fluorescence; Crimean-Congo hemorrhagic fever virus L polyprotein viral ovarian tumor (vOTU) protease …; inhibition, % at 11.5 µM; AID 651958, 2012; actives 0.55% (n = 370,000); note: 0% = vehicle wells with enzyme and 100% = no enzyme wells
MazF activator: activators of E. coli MazEF toxin-antitoxin RNase, primary screen, biochemical, fluorescence, uHTS. AID 504720, 2011. activation, % at 20 µM. FAM/BHQ RNA-DNA oligo cleavage fluorescence, 5 h. actives 0.32% (n = 350,000); in the data active = activation above about 50%
Target sequence (P0AE70 whole entry, looked up): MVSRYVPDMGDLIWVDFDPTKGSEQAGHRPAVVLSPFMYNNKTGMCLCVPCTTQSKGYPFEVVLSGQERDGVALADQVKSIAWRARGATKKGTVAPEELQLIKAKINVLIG
FBA Mtb inh: Mtb FBA enzyme inhibitors, primary screen, biochemical, fluorescence, strain H37Rv; Fructose-bisphosphate aldolase (Mycobacterium tuberculosis (strain ATCC 25618 / H37Rv)), …; purified M. tuberculosis FBA, fluorescence read-out; inhibition, % at 1 µM; actives 2.3% (n = 360,000); in the data active = inhibition above about 27%;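 note: 0% = vehicle and 100% = reference inhibitor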
Target sequence (P9WQA3 whole entry, looked up): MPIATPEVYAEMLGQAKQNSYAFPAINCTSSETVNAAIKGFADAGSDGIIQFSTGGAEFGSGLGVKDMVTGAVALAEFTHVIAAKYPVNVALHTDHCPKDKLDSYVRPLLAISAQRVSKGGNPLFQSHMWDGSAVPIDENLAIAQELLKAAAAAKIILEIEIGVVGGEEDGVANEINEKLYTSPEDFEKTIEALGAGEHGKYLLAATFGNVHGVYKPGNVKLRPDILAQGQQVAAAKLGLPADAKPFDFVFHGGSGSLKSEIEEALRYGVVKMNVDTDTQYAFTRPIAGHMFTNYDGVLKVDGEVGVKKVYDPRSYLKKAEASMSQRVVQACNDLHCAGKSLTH
Active calls of the source: *; nt = not tested or not shown; & = joins results of further samples. Cut-off read from the data, not from the text of the source, unless noted: active = inhibition above about 30%; inactive = the rest.

no.	Compound	UGM FP inh	FadD28 binding	CCHFV vOTU inh	FBA Mtb inh	Rv3671c inh	DUSP3 inh	BoNT-F LC inh	MazF activator	GDH-TPI inh	Mtb BioA inh
1	COc1ccc(/C=N/NC(=O)c2nnn(-c3nonc3N)c2-c2cccc(OC)c2)cc1	0.5	-8.3	19	0	1	-2	4	14	11	0.7
2	Cc1ccc(NC(=O)C2CCCN(C(=O)c3ccc(Cl)cc3)C2)cc1 (stereo not drawn)	-1.7	-2.9	1	1	12	19	-4	10	7	nt
3	COc1ccc(-c2nn(-c3ccccc3)cc2/C=N/NC(=O)c2cccc(S(=O)(=O)Nc3ccccc3OC)c2)cc1	0.1	0.3	-17	-1	-119	8	-3	-6	15	nt
4	N#Cc1cc(N)ccc1Sc1ccc(Cl)cc1	-0.9	-15	9	8	2	28	-2	4	8	0.3
5	CC(=O)Nc1nc(-c2ccc(Cl)cc2)ns1	6.0	-1.0	-2	1	-20	4	-2	6	4	nt
6	O=C(COC(=O)c1ccc[nH]c1=O)Nc1ccc(S(=O)(=O)N2CCCC2)cc1	0.4	-3.6	-7	2	3	-4	-1	5	2	nt
7	CC(=O)c1c(C)[nH]c(C(=O)N2CCN(c3ccccn3)CC2)c1C	-0.3	-5.1	-10	-2	-5	57*	6	-4	-5	-2.0
8	Cc1ccc(OCC(=O)NCCNC(=O)c2ccc(C)nc2)cc1	-0.9	-2.3	14	-2	-5	-7	10	-39	1	-1.5
9	O=C1c2ccccc2NC(c2ccc3c(c2)OCO3)N1O (stereo not drawn)	1.5	-2.1	11	1	-5	10	-7	4	-1	-1.5
10	CC1CCN(c2ccc(NC(=O)c3cccnc3Cl)cc2)CC1	-0.5	-1.0	-8	-1	-6	4	-1	4	-6	nt
11	CCNC(=O)COc1ccc(F)cc1C(=O)c1cnn(-c2ccccc2)c1	-1.5	nt	18	3	7	30	3	-4	-1	1.0
12	O=C(Nc1nc2cc3c(cc2s1)OCO3)c1cccc(N2C(=O)CCC2=O)c1	1.1	-0.9	-9	1	0	14	1	1	16	-3.0
13	COCCn1c(SCC(=O)Nc2ncc(Cl)c(C)c2Cl)nc2ccccc21	-1.3	-1.4	7	-2	-3	8	-5	0	2	1.6
14	COc1ccc(COc2cc(-c3cccc(OC)c3)nc3ccc(NC(=O)c4ccccc4)cc23)cc1	-2.0	-5.9	-3	2	-34	5	-2	-7	22	-1.5
15	CNS(=O)(=O)c1ccc(NC(=O)c2cnn3c(C(F)F)cc(-c4ccccc4)nc23)cc1	-1.2	-0.6	2	1	1	2	-7	11	2	11
16	O=C1CCc2cc(NS(=O)(=O)c3cc(F)ccc3F)cc3c2N1CC3	-1.3	1.6	1	-2	5	nt	1	-5	0	-0.1
17	CCc1c(Nc2ccccc2Cl)nc(N)[nH]c1=O	nt	-1.6	-16	-3	nt	nt	-2	-2	5	-0.5
18	COc1ccc(NC(=O)c2ccc(N3CCCC3=O)cc2)cc1Cl	3.6	-0.2	-2	1	-4	nt	-17	2	4	-1.8
19	O=C(O)/C(=C\c1cn(-c2ccccc2)nc1-c1cccnc1)NC(=O)c1ccccc1	2.1	-1.9	-4	2	-4	20	-4	2	9	-0.6
20	C[C@H](CO)N1C[C@H](C)[C@@H](CN(C)C(=O)c2ccc3c(c2)OCO3)Oc2cc(/C=C/c3ccccc3)ccc2S1(=O)=O	nt	-0.3	-1	2	nt	nt	-2	-40	28	-0.6&-0.1&1.4
21	CC(C)N(CCn1c(SCC(=O)Nc2cccnc2Cl)nc2ccccc2c1=O)C(C)C	9.1	0.5	0	-1	7	nt	1	1	-11	0.1
22	COC(=O)[C@@]12CCCN1[C@H](c1ccc(-c3ccc(OC)cc3)cc1)[C@@H]1C(=O)N(C)C(=O)[C@@H]12	-1.6	-2.3	1	16	-12	nt	6	3	3	1.6
23	COc1ccc(NCc2ccccc2[N+](=O)[O-])cc1OC	-0.6	-3.7	-8	-3	2	0	-5	2	1	nt
24	Cc1nc2ccccc2n1CC(=O)NC1CCCCCC1	1.1	0.5	-4	2	-3	5	0	7	7	-1.0
25	COc1ccc(Cn2nnnc2C(CC(C)C)N2CCC(C(N)=O)CC2)cc1 (stereo not drawn)	2.5	-1.5	-1	5	-6	20	-5	1	-2	nt
26	Cc1cc(C)cc(NC(=O)C2CCCN(c3ncccn3)C2)c1 (stereo not drawn)	-1.0	-2.9	-3	1	6	7	-17	13	-4	-1.7
27	CCOC(=O)c1c(CSC(=N)N)n(-c2ccccc2)c2cc(Br)c(OC(C)=O)cc12	0.9	-3.6	5	0	0	4	nt	17	10	nt
28	C=C(C)c1cccc(C(C)(C)NC(=O)NCC2COCCO2)c1 (stereo not drawn)	-2.8	-1.3	-5	0	1	-9	-3	0	10	-0.2
29	CC1CCCN(S(=O)(=O)c2ccc(S(=O)(=O)N3CCC4(CC3)OCCO4)cc2)C1 (stereo not drawn)	4.9	-0.7	-19	2	0	-8	-5	4	0	nt
30	COc1ccc(NC(=O)C2CC(=O)N(c3ccc(C)cc3)C2)cc1S(=O)(=O)N1CCCCC1 (stereo not drawn)	nt	-2.1	11	1	nt	nt	1	-4	7	-0.1

The last two entries of the part before open the next one:
no.	Compound	UGM FP inh	FadD28 binding	CCHFV vOTU inh	FBA Mtb inh	Rv3671c inh	DUSP3 inh	BoNT-F LC inh	MazF activator	GDH-TPI inh	Mtb BioA inh
29	CC1CCCN(S(=O)(=O)c2ccc(S(=O)(=O)N3CCC4(CC3)OCCO4)cc2)C1 (stereo not drawn)	4.9	-0.7	-19	2	0	-8	-5	4	0	nt
30	COc1ccc(NC(=O)C2CC(=O)N(c3ccc(C)cc3)C2)cc1S(=O)(=O)N1CCCCC1 (stereo not drawn)	nt	-2.1	11	1	nt	nt	1	-4	7	-0.1
31	O=C(Nc1ccccc1)c1ccc(NCc2ccco2)c(S(=O)(=O)N2CCOCC2)c1	0.6	0.2	13	2	-19	-13	-1	-7	6	5.4
32	COCCCNc1c2c(nc3ccccc13)CCC2	nt	0.0	1	-1	nt	nt	-1	3	26	-0.4
33	O=C(NCc1ccccc1)/C(NC(=O)c1ccccc1)=C(/Sc1ccccn1)c1ccccc1	-1.2	-2.3	18	-3	1	-5	2	10	16	nt
34	O=C(CCCN1C(=O)/C(=C/c2cccc(Br)c2)SC1=S)N1CCOCC1	-0.2	-2.8	7	-1	7	6	4	5	-11	-0.1
35	COc1ccc(Cn2c(=O)cc(C)[nH]c2=S)cc1	-0.7	0.2	-1	0	-4	8	-4	4	3	-4.6
36	Cc1ccc(CNC(=O)CSc2nc3ccsc3c(=O)n2Cc2ccc(C(=O)O)cc2)cc1	5.3	-1.3	1	2	2	11	-16	6	-4	nt
37	CON(C)S(=O)(=O)c1cccc(C(=O)NC2CCSc3ccccc32)c1 (stereo not drawn)	1.2	nt	9	-4	1	26	8	-4	-15	-0.3
38	COc1cc(S(=O)(=O)NC(Cc2c[nH]c3ccccc23)C(=O)O)ccc1NC(C)=O (stereo not drawn)	0.6	-3.9	-6	-1	0	7	-4	7	-2	-0.8
39	Cc1cc(C)cc(OCC(=O)NN2C(=O)c3ccccc3C2=O)c1	-2.0	-0.6	-9	0	-3	20	-6	-4	7	nt
40	Cc1cccc(NC2=C(Cl)C(=O)OC2OC(=O)c2ccco2)c1 (stereo not drawn)	1.6	-4.8	-8	2	2	6	-1	-14	1	nt
41	O=C(c1ccc2[nH]c(=O)c(=O)[nH]c2c1)N1CCc2ccccc21	-3.1	-3.0	8	-2	-3	13	-1	11	10	2.3
42	CC(Sc1nnc(C2CC2)n1N)C(=O)NC1CCCCC1C (stereo not drawn)	-0.6	-4.9	-3	-2	-2	22	3	5	-2	-1.5
43	O=C(O)c1ccccc1/C=N/Nc1ccc(S(=O)(=O)N2CCCC2)cc1[N+](=O)[O-]	-0.5	-4.7	4	-11	-1	8	-4	5	21	1.4
44	CN(CC(=O)Nc1cccc(F)c1)C(=O)CN1C(=O)NC2(CCCC2)C1=O	-1.7	-0.6	1	0	1	nt	-7	9	3	-1.7
45	CN(CCC#N)C(=O)COC(=O)c1ccc(Cl)cc1O	-0.6	-0.1	11	1	-5	6	-4	1	4	1.1
46	CCOc1ccccc1-c1c2cc(O)c(=O)cc-2oc2cc(O)c(O)cc12	nt	131*	nt	-7	nt	-9	23	-830	3	nt
47	O=C(O)CSc1ncnc2scc(-c3ccccc3)c12	2.1	-1.8	-13	2	-2	-2	7	6	11	3.3
48	O=C(c1ccccc1Cc1ccccc1)N1CCN(S(=O)(=O)c2ccccc2[N+](=O)[O-])CC1	-2.0	-4.3	-3	0	3	nt	2	-2	5	0.2
49	CCOC(=O)CC1(NC(=O)C2CCC(=O)N(C3CC3)C2)CCCCC1 (stereo not drawn)	0.0	-0.5	16	-1	-4	-6	-10	0	-1	nt
50	CCNC(=S)NNC(=O)CSc1nc2ccccc2[nH]1	-0.8	-0.5	12	0	-7	-23	-6	12	9	-1.2
51	Cc1cc(O)c2c(C)c(CC(=O)N3CCN(C(=O)C4COc5ccccc5O4)CC3)c(=O)oc2c1 (stereo not drawn)	-1.2	-2.0	4	-1	-16	21	-16	10	19	-0.2
52	CC1c2ccsc2CCN1S(=O)(=O)c1ccccc1 (stereo not drawn)	4.4	-0.3	-2	0	-5	10	5	-3	2	nt

An excerpt from above, showing only Mtb BioA inh, DUSP3 inh and FadD28 binding:
No. | canonical_smiles | Mtb BioA inh | DUSP3 inh | FadD28 binding
17 | CCc1c(Nc2ccccc2Cl)nc(N)[nH]c1=O | -0.5 | nt | -1.6
18 | COc1ccc(NC(=O)c2ccc(N3CCCC3=O)cc2)cc1Cl | -1.8 | nt | -0.2
19 | O=C(O)/C(=C\c1cn(-c2ccccc2)nc1-c1cccnc1)NC(=O)c1ccccc1 | -0.6 | 20 | -1.9
20 | C[C@H](CO)N1C[C@H](C)[C@@H](CN(C)C(=O)c2ccc3c(c2)OCO3)Oc2cc(/C=C/c3ccccc3)ccc2S1(=O)=O | -0.6&-0.1&1.4 | nt | -0.3
21 | CC(C)N(CCn1c(SCC(=O)Nc2cccnc2Cl)nc2ccccc2c1=O)C(C)C | 0.1 | nt | 0.5
22 | COC(=O)[C@@]12CCCN1[C@H](c1ccc(-c3ccc(OC)cc3)cc1)[C@@H]1C(=O)N(C)C(=O)[C@@H]12 | 1.6 | nt | -2.3

A different layout for part of the listing above:
8	Cc1ccc(OCC(=O)NCCNC(=O)c2ccc(C)nc2)cc1
9	O=C1c2ccccc2NC(c2ccc3c(c2)OCO3)N1O (stereo not drawn)
10	CC1CCN(c2ccc(NC(=O)c3cccnc3Cl)cc2)CC1
11	CCNC(=O)COc1ccc(F)cc1C(=O)c1cnn(-c2ccccc2)c1

| entry no. | 8 | 9 | 10 | 11 |
| --- | --- | --- | --- | --- |
| UGM FP inh | -0.9 | 1.5 | -0.5 | -1.5 |
| FadD28 binding | -2.3 | -2.1 | -1.0 | nt |
| CCHFV vOTU inh | 14 | 11 | -8 | 18 |
| FBA Mtb inh | -2 | 1 | -1 | 3 |
| Rv3671c inh | -5 | -5 | -6 | 7 |
| DUSP3 inh | -7 | 10 | 4 | 30 |
| BoNT-F LC inh | 10 | -7 | -1 | 3 |
| MazF activator | -39 | 4 | 4 | -4 |
| GDH-TPI inh | 1 | -1 | -6 | -1 |
| Mtb BioA inh | -1.5 | -1.5 | nt | 1.0 |
